FBW7 act: human FBW7 E3 ligase activation, primary screen; AlphaScreen FBW7–phospho-cyclin E peptide binding, activator screen; normalized activity (activation), % at 26.1 µM; 650,000 tested, 0.13% active; AID 1259310; in the data active means normalized activity above about 1.9%;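 further: purified mutant Fbw7 with reduced substrate affinity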
TEAD-YAP inh: TEAD-YAP interaction inhibition; 640,000 tested, 1.4% active; HEK-TIYL cells, TEAD-Gal4/YAP UAS-luciferase luminescence; inhibition, % at 9.12 µM; in the data active means inhibition above about 32%;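 further: 0% = median of test compound wells and 100% = reference inhibitor wells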
GPR151 ag: activates the human receptor GPR151. PathHunter beta-arrestin GPR151 cells, luminescence. activation, % at 11.2 µM. Q8TDV0. 650,000 tested, 1% active; in the data active means activation above about 4.9%;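 further: 0% = median of compound wells and 100% = cells with positive control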
Target sequence (Q8TDV0 whole entry, looked up): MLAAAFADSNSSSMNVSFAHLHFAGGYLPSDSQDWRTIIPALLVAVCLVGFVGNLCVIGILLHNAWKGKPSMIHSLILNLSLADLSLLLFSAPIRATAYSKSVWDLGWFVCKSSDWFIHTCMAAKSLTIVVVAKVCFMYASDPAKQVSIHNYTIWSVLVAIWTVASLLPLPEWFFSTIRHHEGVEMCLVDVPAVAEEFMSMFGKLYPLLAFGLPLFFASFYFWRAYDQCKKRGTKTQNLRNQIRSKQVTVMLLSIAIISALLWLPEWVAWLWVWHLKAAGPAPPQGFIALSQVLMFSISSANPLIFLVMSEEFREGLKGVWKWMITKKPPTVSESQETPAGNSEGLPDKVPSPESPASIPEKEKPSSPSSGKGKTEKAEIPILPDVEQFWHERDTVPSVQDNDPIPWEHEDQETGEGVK
MITF primary: human MITF inhibition, primary screen; O75030; AlphaScreen MITF homodimerization, bead proximity signal; inhibition, % at 2.6 µM; 650,000 tested, 0.91% active; AID 1259374; in the data active means inhibition above about 50%;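 further: 0% = vehicle wells with protein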
Target sequence (O75030 whole entry, looked up): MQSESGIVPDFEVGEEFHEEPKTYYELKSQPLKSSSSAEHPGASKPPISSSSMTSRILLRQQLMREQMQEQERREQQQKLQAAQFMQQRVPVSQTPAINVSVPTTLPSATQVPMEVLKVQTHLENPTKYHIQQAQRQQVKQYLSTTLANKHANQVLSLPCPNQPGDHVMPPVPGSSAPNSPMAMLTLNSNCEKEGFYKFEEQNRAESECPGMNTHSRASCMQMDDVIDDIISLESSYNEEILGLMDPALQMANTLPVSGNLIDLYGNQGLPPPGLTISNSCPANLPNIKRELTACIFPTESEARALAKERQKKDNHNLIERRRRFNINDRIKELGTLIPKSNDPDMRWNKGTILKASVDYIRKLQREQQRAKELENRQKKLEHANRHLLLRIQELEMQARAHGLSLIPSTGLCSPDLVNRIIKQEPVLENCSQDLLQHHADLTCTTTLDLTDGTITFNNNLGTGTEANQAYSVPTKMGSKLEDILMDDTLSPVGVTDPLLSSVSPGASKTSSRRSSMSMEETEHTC
The depositor's hits bear a star.

item	SMILES	TEAD-YAP inh	FBW7 act
1	O=C(CCCc1c[nH]c2ccccc12)N1CCCCCC1	-43	-0.1
2	CCOc1ccc(-c2nnn(CC(=O)c3c[nH]c4ccccc34)n2)cc1	5	-0.1
3	CCOc1cc(C2NC(C(=O)O)CS2)ccc1Oc1ccc([N+](=O)[O-])cc1[N+](=O)[O-] (stereo unspecified)	8	-0.2
4	Cc1cc(-c2ccccc2)nc(SCC(=O)N2CCOCC2)n1	1	-0.1
5	CCC(CO)NC1=C(C#N)C(=O)CC(C)(C)C1 (stereo unspecified)	2	-0.1
6	COc1ccc(CC(=O)Nc2ccc(N3CCC(NCc4ccncc4)CC3)cc2)cc1	15	-0.1
7	CN(c1ccccc1C(=O)Nc1ccc(Cl)c(C(F)(F)F)c1)S(C)(=O)=O	-9	0.9
8	CCOC(=O)CNC(=O)C12CC3CC(CC(C3)C1)C2	5	-0.1
9	CCOC(=O)c1[nH]c(=O)[nH]c1CSC1=NC(=O)CC(=O)N1	2	-0.2
10	CCS(=O)(=O)Nc1ccc(Cl)cc1	5	-0.1
11	CC(=O)c1cccc(-c2nc(N)c3ncn(C4CCCCC4)c3n2)c1	-19	-0.1
12	Cc1ccc(C(=O)N2CCN(c3ccc([N+](=O)[O-])c(-n4nc(C)cc4C)c3)CC2)cc1	1	0.0
13	CC(C)(C)CNC(=O)c1cnc2scc(-c3ccc(Cl)cc3)n2c1=O	8	0.2
14	COCCNC(=S)N1CCN(c2ncccn2)CC1	6	-0.1
15	O=C(c1cccc(C(F)(F)F)c1)N1CC[C@@H]2[C@H](CCCN2C(=O)c2csnn2)C1	-9	0.0

item	GPR151 ag	MITF primary
1	-0.2	6
2	-0.8	1
3	0.9	-12
4	0.3	8
5	-0.7	0
6	-1.4	4
7	-1.3	20
8	-0.9	-31
9	0.5	2
10	2.4	-11
11	-1.9	-5
12	1.2	0
13	-0.4	21
14	-1.9	2
15	-0.5	-2

(further entries)
item	SMILES	TEAD-YAP inh	FBW7 act
16	CCOc1ccc(/C=C2/N=C(c3cccc([N+](=O)[O-])c3C)OC2=O)cc1	6	-0.1
17	Cc1ccc2c(c1)c(N1CCCC1=O)c(C(=O)NCc1ccccc1)n2C	0	0.0
18	COc1cc(NC(=O)CNC(=O)Cn2cnc3sc(C)c(C)c3c2=O)cc(OC)c1OC	-4	0.5
19	COc1ccc(CC(=O)N2CC(=O)Nc3ccc(C)cc3C2c2ccc(F)cc2)cc1 (stereo unspecified)	10	0.2
20	COC(=O)CNC(=O)c1cccc([N+](=O)[O-])c1	11	0.7
21	CCc1ccccc1NC(=O)Cn1c(=O)n(C(C)C)c(=O)c2oc3ccccc3c21	-4	-0.1
22	CCCN(Cc1ccc([N+](=O)[O-])cc1)CC1CC1	3	-0.2
23	CS(=O)(=O)N1CCN(c2ccccc2NC(=O)Cc2ccc(Cl)cc2)CC1	-11	-0.1
24	COc1ccccc1OCC(=O)NCC1CCCN(C(=O)c2cc(C(C)C)no2)C1 (stereo unspecified)	10	0.0
25	CCN(CC)S(=O)(=O)c1ccc(C(=O)Nc2c3c(nn2-c2ccc(OC)cc2)CSC3)cc1	1	0.1
26	CCOc1ccc(N2C(=O)CC(NCc3ccc(C(F)(F)F)cc3)C2=O)cc1 (stereo unspecified)	5	0.1
27	Fc1ccc2c(c1)nc(N1CCCCCC1)c1nccn12	-16	0.9
28	CCOC(=O)c1nsc(Cl)c1Cl	9	0.1
29	COc1cc2c(cc1OC)C(COc1ccccc1OC)N(C(=O)c1ccc(S(=O)(=O)N3CCCCC3)cc1)CC2 (stereo unspecified)	9	0.1
30	CCOC(=O)c1c(NC(=O)CC)sc2c1CCCC2O (stereo unspecified)	3	0.0

item	GPR151 ag	MITF primary
16	-0.9	3
17	-1.4	4
18	0.2	1
19	3.4	3
20	-0.7	8
21	-1.1	3
22	-1.5	-1
23	0.0	5
24	0.6	3
25	1.5	13
26	-1.1	19
27	2.0	2
28	-1.0	11
29	-0.4	17
30	1.6	1

Some entries already given, limited to TEAD-YAP inh.
| cpd | compound | TEAD-YAP inh |
| --- | --- | --- |
| 30 | CCOC(=O)c1c(NC(=O)CC)sc2c1CCCC2O (stereo unspecified) | 3 |
| 29 | COc1cc2c(cc1OC)C(COc1ccccc1OC)N(C(=O)c1ccc(S(=O)(=O)N3CCCCC3)cc1)CC2 (stereo unspecified) | 9 |

Carrying on:
item	SMILES	TEAD-YAP inh	FBW7 act
31	CN1CCNC(=O)C1CC(=O)NCC(c1ccccc1)c1ccccc1 (stereo unspecified)	-4	0.4
32	CCOc1ccc(-c2nnc(N(C)C(=O)CC)s2)cc1	-55	-0.2
33	O=C(c1cc[n+]([O-])cc1)N1CCC2(CC1)CC2C(=O)N1CCN(Cc2cccs2)CC1 (stereo unspecified)	-1	-0.1
34	Cc1cccc(OCC(=O)NC2C3CC4CC(C3)CC2C4)c1 (stereo unspecified)	-3	0.1
35	Cc1ccc2oc(-c3cc(NC(=O)c4cccc(Cl)c4)ccc3O)nc2c1	-7	-0.1
36	CCC(C)(C)c1ccc(OCCCCNC(=O)c2ccc3ccccc3c2O)c(C(C)(C)CC)c1	9	0.7
37	Cc1cc(NC(=O)CSc2nc(C3CC3)nc3c2c(=O)n(C)c(=O)n3C)no1	4	0.1
38	Cc1ccc(N2C(=O)c3ccccc3C2=O)nc1	-7	0.0
39	C#CCn1c(=NC(=O)c2ccnn2CC)sc2cccc(F)c21	-5	-0.2
40	O=C(CSc1nc(O)cc(=O)n1-c1ccccc1)NCc1ccccc1	-7	0.2
41	Nc1cc(OC(=O)c2ccccc2)nn1S(=O)(=O)c1ccccc1	4	0.3
42	COc1cc2oc3cc(OC)c(OC)c(CC=C(C)C)c3c(=O)c2c(O)c1CC=C(C)C	0	-0.2
43	CCN1CCN(Cc2c(C(=O)N3CCc4ccccc4C3)nc3ccc(Cl)cn23)CC1	2	-0.1
44	Cn1c(SCC2CCCCC2)nnc1-c1ccncc1	4	0.1
45	CC(C)N(C(=O)Cn1nnc2ccccc2c1=O)C(C)C	-3	-0.1

item	GPR151 ag	MITF primary
31	-1.4	20
32	-0.6	-7
33	-1.0	-9
34	2.0	-11
35	1.0	4
36	-0.1	12
37	-0.4	15
38	-0.1	-10
39	-0.6	-2
40	0.9	11
41	-0.3	11
42	-0.2	-6
43	-0.3	-13
44	-0.8	-3
45	0.3	11

4 compounds drawn at random from those above, as already listed:
item	SMILES	TEAD-YAP inh	FBW7 act
35	Cc1ccc2oc(-c3cc(NC(=O)c4cccc(Cl)c4)ccc3O)nc2c1	-7	-0.1
31	CN1CCNC(=O)C1CC(=O)NCC(c1ccccc1)c1ccccc1 (stereo unspecified)	-4	0.4
42	COc1cc2oc3cc(OC)c(OC)c(CC=C(C)C)c3c(=O)c2c(O)c1CC=C(C)C	0	-0.2
36	CCC(C)(C)c1ccc(OCCCCNC(=O)c2ccc3ccccc3c2O)c(C(C)(C)CC)c1	9	0.7

item	GPR151 ag	MITF primary
35	1.0	4
31	-1.4	20
42	-0.2	-6
36	-0.1	12

Next records follow.
item	SMILES	TEAD-YAP inh	FBW7 act
46	CC1=C(C)CC2C(=O)N(c3cccc(I)c3)C(=O)C2C1 (stereo unspecified)	3	-0.2
47	Cc1nc(N2CCN(c3ccccn3)CC2)c2c(C)c(C(=O)NCc3ccc(Cl)cc3)sc2n1	-12	0.8
48	O=c1oc2ccccc2cc1C1=NN(c2ccccc2)C(c2ccccc2)C1 (stereo unspecified)	1	0.2
49	Cc1c(/C=N/n2cnnc2)[nH]n(-c2ccccc2)c1=O	-1	0.1
50	COc1ccc(N2COc3ccc4c5c(c(=O)oc4c3C2)CCC5)cc1	-2	0.7
51	CC(=O)Nc1nc(-c2ccc(Cl)cc2Cl)nc2c1c(=O)oc1ccccc12	6	0.0
52	CCOCCn1c(SCC(N)=O)nc2c1c(=O)[nH]c(=O)n2C	6	0.0
53	COc1cc(OC)cc(C(=O)OCC(=O)COC(=O)c2cc(OC)cc(OC)c2)c1	6	0.0
54	COc1cccc(-c2nnc(SCC(=O)Nc3ccc(C(N)=O)cc3)n2N)c1	4	-0.3
55	O=C(O)C(Cc1ccccc1[N+](=O)[O-])=Nc1ccccc1C(=O)O	4	0.0
56	CN(C)S(=O)(=O)Nc1cc(Cl)cc(Cl)c1	-8	0.0
57	O=C1CC(c2ccccc2)CC2=C1C(c1ccc(F)c(Br)c1)Nc1ccccc1N2 (stereo unspecified)	15	0.0
58	Clc1cc(NCc2cccnc2)ncn1	0	-0.4
59	Cc1csc(NC(=O)CSc2nc(-c3ccc(Br)cc3)cc(-c3ccccc3)c2C#N)n1	1	0.0
60	COC(=O)c1ccc(C(=O)Nc2ccc(N3CCC(C)CC3)c(C(N)=O)c2)s1	11	0.2

item	GPR151 ag	MITF primary
46	-1.0	-6
47	0.0	-18
48	1.5	2
49	0.2	6
50	0.9	17
51	0.2	10
52	0.0	3
53	-0.3	-132
54	-0.4	2
55	-0.9	-21
56	-0.1	12
57	1.5	-2
58	-0.4	0
59	0.0	5
60	-0.6	21

(cont.)
item	SMILES	TEAD-YAP inh	FBW7 act
61	COCCNC(=S)NNC(=O)c1ccccc1[N+](=O)[O-]	2	0.3
62	CC1CC(C(F)(F)F)n2nc(C(=O)NC3(c4ccc5c(c4)OCO5)CCCC3)cc2N1 (stereo unspecified)	-5	0.0
63	CCOC(=O)C(C)NC(=O)C(CC(C)C)NC(=O)OCc1ccccc1 (stereo unspecified)	-10	0.1
64	NS(=O)(=O)c1cccc(NC(=O)C(=O)C2C(=O)Nc3ccccc32)c1 (stereo unspecified)	0	0.2
65	Nc1cccc(-c2nc(NCCN3CCOCC3)c3ncn(-c4ccccc4)c3n2)c1	58*	-0.1
66	O=C(NCNC(=S)Nc1ccc(Cl)cc1)c1ccccc1	4	0.1
67	Cc1nc(N2CCCC(C(N)=O)C2)c2nnn(Cc3ccccc3F)c2n1 (stereo unspecified)	-16	-0.1
68	CCCCNC(=O)c1cc2c(n(-c3ccc(Cl)cc3)c1=O)CC(C)(C)CC2=O	-7	-0.1
69	COc1ccc(-c2cc(-c3cccs3)nc3sc(C(N)=O)c(N)c23)cc1	2	0.8
70	CC1(C)CC(NC2CCN(c3ccc(C(=O)N4CCOCC4)cc3)CC2)CCO1 (stereo unspecified)	1	0.0
71	COc1ccc(N2C(=O)CC(NCCOC34CC5CC(CC(C5)C3)C4)C2=O)cc1 (stereo unspecified)	5	0.0
72	O=C(NCc1ccccc1Cl)C1CCC(CNc2c(N3CCCCC3)c(=O)c2=O)CC1 (stereo unspecified)	7	0.8
73	CCN(CC)C(=O)C(=O)Nc1ccc(OC)c(Cl)c1	-18	0.1
74	CC(=O)N1CCN=C1Nc1cc(C)nn1Cc1ccccc1	25	0.0
75	COc1ccc(N2CCN(Cc3nnc(-c4cccc(Br)c4)o3)CC2)cc1	-7	-0.1

item	GPR151 ag	MITF primary
61	0.0	33
62	2.8	8
63	1.4	3
64	2.6	3
65	-2.7	-3
66	1.3	12
67	0.3	-3
68	-0.1	-10
69	-1.2	17
70	0.8	-3
71	0.1	12
72	-0.2	19
73	0.0	-5
74	-0.6	-1
75	-0.8	-11

Next part
item	SMILES	TEAD-YAP inh	FBW7 act
76	N#Cc1ccc(OCC(=O)N2CCc3ccccc32)cc1	-22	0.1
77	COc1ccccc1C(c1nnnn1C(C)C)N1CCN(c2ccccc2)CC1 (stereo unspecified)	8	0.0
78	CCOC(=O)C1=C(CC)NC2=C(C(=O)CCC2)C1c1ccc(Cl)cc1Cl (stereo unspecified)	3	0.4
79	Cc1c(Cl)cccc1NC(=O)CCC(=O)NNC(=O)c1ccccc1	4	0.3
80	Cc1cc(Cl)ccc1NC(=O)/C(=C/c1ccc(N(C)C)cc1)NC(=O)c1ccccc1F	-4	0.0
81	Cc1ccc(C)c(C(C)NC(=S)Nc2ccc(S(N)(=O)=O)cc2)c1 (stereo unspecified)	-3	-0.1
82	CC(=O)COc1ccccc1OCC(=O)O	3	1.0
83	Cc1ccccc1-c1ccc(C(=O)Nc2ccc3c(c2)OCO3)c(NCc2cccnc2)n1	4	0.1
84	Cc1ccc2nc(CNC(=O)CC3C(=O)NCCN3CC3CCCCC3)cn2c1 (stereo unspecified)	-20	0.1
85	Cc1ccc(NC(=O)CCCC(=O)O)c(C)c1	5	0.0
86	CC(C)OCCCNCc1c(C(=O)O)n(Cc2ccccc2F)c2ccccc12	16	0.0
87	Cc1ccc(N2C(=O)NC(NC(=O)C3CC3)(C(F)(F)F)C2=O)cc1 (stereo unspecified)	-1	0.1
88	Clc1ccc(Nc2ncc(Cc3cccc4ccccc34)s2)cc1	-7	-0.5
89	O=C(CCN1C(=O)c2ccccc2S1(=O)=O)Nc1ccccc1C(=O)O	-4	-0.2
90	Cc1ccc(C23CC4CC(CC(C(=O)Nc5ccccn5)(C4)C2)C3)cc1	20	0.1
91	CCC(C(=O)Nc1cc(Cl)ccc1C)n1nnc(C(=O)OC)c1C(=O)OC (stereo unspecified)	-2	-0.1
92	c1ccc2[nH]c(-c3nc4ccccc4o3)nc2c1	84*	-0.1

item	GPR151 ag	MITF primary
76	-0.3	8
77	0.7	-1
78	0.7	13
79	-0.1	7
80	-0.7	2
81	0.6	12
82	1.4	3
83	1.0	23
84	0.5	3
85	0.4	9
86	0.1	5
87	-1.1	-12
88	1.5	0
89	-0.4	-10
90	-0.1	14
91	0.9	-4
92	-11	10

Hits appear at their usual frequency. About 3.4% of those tested had a hit in this group.
